ASAP1 GAP inh – inhibitors of human ASAP1 ArfGAP activity | Q9ULH1 | ASAP1-stimulated ARF1 GTP hydrolysis, GDP FP detection | inhibition, % at 16.5 µM | 0.19% of 360,000 active; in the data active means inhibition above about 25%;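 further: 0% = vehicle with enzyme and substrate and 100% = no enzyme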
Target sequence (Q9ULH1 325-724 limits assumed): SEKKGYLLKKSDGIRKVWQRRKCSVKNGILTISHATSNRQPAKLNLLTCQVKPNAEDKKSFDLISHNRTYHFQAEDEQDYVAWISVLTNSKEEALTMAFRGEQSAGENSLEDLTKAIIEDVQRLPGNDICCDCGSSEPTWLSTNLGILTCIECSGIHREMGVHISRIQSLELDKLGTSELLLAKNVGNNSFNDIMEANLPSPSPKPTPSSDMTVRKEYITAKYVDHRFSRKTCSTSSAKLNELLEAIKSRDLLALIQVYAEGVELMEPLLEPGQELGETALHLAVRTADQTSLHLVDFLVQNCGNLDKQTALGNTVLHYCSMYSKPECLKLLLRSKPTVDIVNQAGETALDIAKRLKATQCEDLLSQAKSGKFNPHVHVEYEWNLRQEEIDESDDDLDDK
ARFGAP1 inhibitor – inhibitors of rat ARFGAP1; Q62848; Arfgap1-stimulated ARF1 GTP hydrolysis, GDP FP detection; inhibition, % at 16.5 µM; 0.26% of 360,000 active;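 active means inhibition above a per-plate limit, mean inhibition of low control wells plus 3 SD, cut at about 25% in these data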;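 further: 0% = DMSO wells with enzyme and 100% = wells lacking Arfgap1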
Target sequence (Q62848 1-136 limits assumed): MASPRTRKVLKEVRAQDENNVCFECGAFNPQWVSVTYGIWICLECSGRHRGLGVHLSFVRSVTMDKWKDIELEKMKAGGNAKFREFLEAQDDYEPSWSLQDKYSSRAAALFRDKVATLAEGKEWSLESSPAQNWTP
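Assay system: purified rat His6-Arfgap1 residues 1-136 (GAP domain); Reagent: human Δ17 ARF1 bound to GTP; Dosing: 16.5 µM single point, 1.26% DMSO; Times: GTP hydrolysis reaction 2 h at 25 °C; Signal: FP, GDP Alexa 633 tracer displaced from anti-GDP antibody, 620/688 nm; Measure: % inhibition from polarization.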
PG9 Ab binder – small molecules binding HIV-1 gp120 antibody PG9. TR-FRET gp120-PG9 antibody binding. inhibition, % at 6.7 µM. 0.43% of 360,000 active; in the data active means inhibition above about 8.5%
HTRA1 inhibitor – HTRA1 (human) protease inhibition; inhibition, % at 5.96 µM; 0.5% of 340,000 active; recombinant HTRA1, FP-rhodamine activity-based probe, fluorescence polarization; AID 504803; Q92743; in the data active means inhibition above about 36%;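 further: 0% = enzyme with DMSO and 100% = wells lacking enzyme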
Target sequence (Q92743 whole entry, looked up): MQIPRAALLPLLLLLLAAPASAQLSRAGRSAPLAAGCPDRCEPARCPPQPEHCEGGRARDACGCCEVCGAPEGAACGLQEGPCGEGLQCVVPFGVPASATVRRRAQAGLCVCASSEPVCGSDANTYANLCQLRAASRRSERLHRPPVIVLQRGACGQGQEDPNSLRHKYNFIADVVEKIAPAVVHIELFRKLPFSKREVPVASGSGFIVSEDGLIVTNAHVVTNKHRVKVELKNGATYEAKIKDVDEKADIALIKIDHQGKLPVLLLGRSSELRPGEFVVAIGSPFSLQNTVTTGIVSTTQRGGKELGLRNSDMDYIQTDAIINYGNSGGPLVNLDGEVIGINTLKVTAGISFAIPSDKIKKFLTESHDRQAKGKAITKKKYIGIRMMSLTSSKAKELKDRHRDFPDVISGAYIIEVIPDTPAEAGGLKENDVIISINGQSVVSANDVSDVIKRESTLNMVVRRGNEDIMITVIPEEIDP
ABHD4 inh – inhibitors of mouse ABHD4; 0.54% of 370,000 active; inhibition, % at 8.92 µM; purified mABHD4, FP-Rh probe fluorescence polarization;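 active means inhibition exceeding the mean over every tested compound plus 3 SD, cut at about 30% in these data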;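 further: 0% = plate median of compound wells and 100% = S159A mutant with DMSO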
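system = mouse ABHD4 enzyme, wild type | medium = HEPES pH 7.0, NaCl, Pluronic buffer | also added = FP-Rh probe | incubation = Enzyme–compound pre-incubation 45 min, then probe 60 min, both 25 °C | technique = fluorescence polarization, excitation 525 nm, emission 598 nm, BODIPY TMR filters | controls = S159A mutant high control, sample median low control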
GC-A act – GC-A (human) enzyme activation; P16066; HEK293 GC-A cells, cGMP TR-FRET, EC30 ANP; 0% at EC30 ANP, 100% saturating ANP; activation, % at 10 µM; 0.14% of 370,000 active; AID 1671463; in the data active means activation above about 40%
Rev-erbA mod – Rev-erb alpha (human) modulation | P20393 | Rev-erbα–FITC-DNA binding, fluorescence polarization, 90 min | activity, % at 10 µM | 0.79% of 370,000 active | AID 1259318;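 active means activity above about 14%, limit read from the data; passing the limit was not always enough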;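 further: 0% = DMSO wells with 35 nM protein and 100% = DMSO wells with 750 nM protein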
rCAG RNA binder – binds r(CAG) RNA repeats. AID 651821. 1.3% of 370,000 active. inhibition, % at 3 µM. r(CAG) RNA repeat, TO-PRO-1 dye displacement fluorescence;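 active means inhibition above the plate cutoff, the mean of all test compounds on that plate plus 3 SD, cut at about 35% in these data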;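 further: 0% = DMSO alone and 100% = 100 µM mitoxantrone as full dye displacement; higher means more dye released from RNA so lower well fluorescence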
NPR2 activator – GC-B (human) receptor activation | HEK293-GC-B cells, CNP EC30, cGMP TR-FRET; 0% at EC30 CNP, 100% saturating CNP | 0.11% of 370,000 active | P20594 | AID 1920062 | activation, % at 10 µM;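 active means activation at 10 µM reaching about 35% in either raw or pattern-adjusted values, limit read from the data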
SMARCA2 act – SMARCA2 function activation, primary screen; MG213 cells, MMTV-luciferase reporter, dexamethasone, overnight; activation, % at 9.1 µM; 1% of 370,000 active; AID 652017; in the data active means activation above about 7.8%;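 further: 0% = vehicle wells and 100% = reference activator wells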
* marks the source's active call; other numbers are inactive results; · = not tested or not shown.

Order of results: ASAP1 GAP inh, ARFGAP1 inhibitor, PG9 Ab binder, HTRA1 inhibitor, ABHD4 inh, GC-A act, Rev-erbA mod, rCAG RNA binder, NPR2 activator, SMARCA2 act
> CC1CCCN(Cc2cccc(Oc3ccccc3)c2)C1 (centres undefined)
  -8, 10, 0.1, 6, 7, -2, -1, -6, 6, -1
> O=C(CCCc1ccccc1)NCc1ccc2c(c1)OCO2
  4, -11, -0.8, 2, 1, -3, -2, -2, 0, -2
> CCOc1ccc(NC(=O)COC(=O)c2n[nH]c3ccccc23)cc1
  -11, -3, -1.3, -13, -8, -4, 3, 6, -1, -2
> CCOC(=O)C1CCN(C(=O)CN(c2ccc(Cl)c(C(F)(F)F)c2)S(C)(=O)=O)CC1
  -4, 7, 0.6, 5, -2, 2, 0, -1, 3, -1
> COC(=O)c1ccccc1NC(=O)C1CC(=O)N(c2ccc(C)cc2)C1 (centres undefined)
  -13, 8, 0.8, 1, -1, 2, -2, -6, -3, 0
> Cc1cc(C(=O)NNC(=O)/C=C/c2ccco2)c(C)o1
  15, -1, 1.4, -5, 0, 2, 6, 26, -2, -5
> CC(C)NC(=S)N/N=C1\CCCCC1C1CCCCC1 (centres undefined)
  -9, 7, -0.7, -1, 7, 4, 9, -8, 8, 0
> Cc1cc(C(=O)C(C)OC(=O)c2ccc(NC(=O)CC#N)cc2)c(C)n1-c1ccccc1 (centres undefined)
  -5, 3, 0.8, -52, -33, 0, 5, 18, 2, -5
> O=C(CN(c1ccccc1)S(=O)(=O)c1ccc(Cl)cc1)Nc1ccccc1C(=O)N1CCCC1
  ·, ·, ·, -11, ·, -6, -3, ·, -4, ·
> CC(=O)c1ccc(C)cc1OC(=O)c1cccc(F)c1
  -20, 3, -0.8, -6, -1, -2, -3, -6, 2, -1
> CC(C)[C@H](NC(=O)c1ccccc1)C(=O)OCC(=O)NCC1CCCO1 (some centres undefined)
  2, -1, -0.6, -1, 0, -1, -6, -2, 0, -1
> O=[N+]([O-])c1ccccc1-c1ccc(C(=S)N2CCN(c3ccccc3)CC2)o1
  -3, 10, -1.1, 13, 18, 2, 4, 3, 4, 2
> O=C(Nc1ccc(Cl)cc1)Nc1nc(-c2ccccc2O)cs1
  7, 5, -3.2, -13, -18, 0, 4, 23, -1, -8
> O=C(NCCC1=CCCCC1)C1CCN(S(=O)(=O)c2cccc(C(F)(F)F)c2)CC1
  9, -7, -0.1, -5, 3, -6, -3, 1, 4, -3
> N#Cc1c(-c2ccncc2)c2c([nH]c1=S)CCCC2
  2, 10, -1.1, -3, 0, 3, -2, 2, 3, 3
> O=C(CCc1nnc2ccc(NCc3ccccc3Cl)nn12)NCC1CCN(C2CCCC2)C1 (centres undefined)
  -3, 5, 0.2, -4, 7, -1, -22, 0, 5, -1
> O=C1Nc2ccc(Br)cc2C12OCCO2
  -12, 4, -3.2, 1, -1, 0, -1, -1, -2, 1
> Cc1ccc(S(=O)(=O)N2CCCCC2)cc1NC(=O)COC(=O)c1ccccc1F
  2, 7, -2.3, -14, -7, -7, 5, 0, -9, -2
> Cc1noc(C)c1COC(=O)CNC(=O)c1cccc(F)c1
  6, -2, -1.3, 10, -4, 0, 3, -3, 2, -1
> O=c1ccc2c([nH]1)CCCCCCCCCC2
  -4, 17, -1.1, 5, 5, 2, 12, -6, -2, -1
> O=C(O)[C@@H]1CCCN1C(=O)c1ccccc1N1C(=O)[C@@H]2Cc3c([nH]c4ccccc34)C(c3cccc(Cl)c3)N2C1=O (some centres undefined)
  -3, -2, -0.1, -13, -24, 25, -2, 35*, 30, 2
> COc1ccccc1N1CCN(c2ncnc3c2oc2ccccc23)CC1
  -1, -5, 0.5, 3, 3, 0, 4, 2, 6, 0
> CC(=O)N1CCC(N(C(=O)Nc2ccc(F)cc2)C2CCCC2)CC1
  10, -1, 1.1, -4, -5, -7, -4, 0, 0, -1
> Cc1ccc(SCC(=O)Nc2ccc(S(N)(=O)=O)cc2)cc1
  1, 14, -0.5, -5, -2, 3, 4, 4, 1, -1
> CCN(CC)CCC#CC1(O)c2ccccc2-c2ccccc21
  12, 3, -1.7, 1, -4, 0, -2, -1, -4, 1
> CCc1ccccc1NC(=O)/C(=C/c1ccco1)c1ccccc1
  -3, -1, -1.1, -27, -13, -4, -1, 3, -2, -1
> Cc1ccc(-n2c(SCC3CCCCO3)nnc2-c2ccco2)cc1 (centres undefined)
  -5, -9, -1.9, -6, 4, -3, -6, -10, 5, 0
> O=C(Cc1cccc(NC(=O)C2CCCN(C(=O)CCc3ccccc3)C2)c1)Nc1cccc(C(=O)N2CCCC2)c1 (centres undefined)
  11, 13, 0.5, -12, -2, -3, 1, 0, -5, -1
> CC(NC(=O)COC(=O)C1=NN(c2ccccc2)C(=O)CC1)c1ccccc1 (centres undefined)
  2, -5, -1.7, -1, -1, 2, 1, -3, -1, -3
> CC(C)Oc1ccccc1/C=N/Nc1ccccc1[N+](=O)[O-]
  -1, 0, -0.5, 11, 11, 1, 10, 9, -2, 4

An excerpt from further up, as a working copy:
Order of results: ASAP1 GAP inh, ARFGAP1 inhibitor, PG9 Ab binder, HTRA1 inhibitor, ABHD4 inh, GC-A act, Rev-erbA mod, rCAG RNA binder, NPR2 activator, SMARCA2 act
> CC1CCCN(Cc2cccc(Oc3ccccc3)c2)C1 (centres undefined)
  -8, 10, 0.1, 6, 7, -2, -1, -6, 6, -1
> O=C(CCCc1ccccc1)NCc1ccc2c(c1)OCO2
  4, -11, -0.8, 2, 1, -3, -2, -2, 0, -2
> CCOc1ccc(NC(=O)COC(=O)c2n[nH]c3ccccc23)cc1
  -11, -3, -1.3, -13, -8, -4, 3, 6, -1, -2
> CCOC(=O)C1CCN(C(=O)CN(c2ccc(Cl)c(C(F)(F)F)c2)S(C)(=O)=O)CC1
  -4, 7, 0.6, 5, -2, 2, 0, -1, 3, -1
> COC(=O)c1ccccc1NC(=O)C1CC(=O)N(c2ccc(C)cc2)C1 (centres undefined)
  -13, 8, 0.8, 1, -1, 2, -2, -6, -3, 0
> Cc1cc(C(=O)NNC(=O)/C=C/c2ccco2)c(C)o1
  15, -1, 1.4, -5, 0, 2, 6, 26, -2, -5
> CC(C)NC(=S)N/N=C1\CCCCC1C1CCCCC1 (centres undefined)
  -9, 7, -0.7, -1, 7, 4, 9, -8, 8, 0
> Cc1cc(C(=O)C(C)OC(=O)c2ccc(NC(=O)CC#N)cc2)c(C)n1-c1ccccc1 (centres undefined)
  -5, 3, 0.8, -52, -33, 0, 5, 18, 2, -5
> O=C(CN(c1ccccc1)S(=O)(=O)c1ccc(Cl)cc1)Nc1ccccc1C(=O)N1CCCC1
  ·, ·, ·, -11, ·, -6, -3, ·, -4, ·
> CC(=O)c1ccc(C)cc1OC(=O)c1cccc(F)c1
  -20, 3, -0.8, -6, -1, -2, -3, -6, 2, -1
> CC(C)[C@H](NC(=O)c1ccccc1)C(=O)OCC(=O)NCC1CCCO1 (some centres undefined)
  2, -1, -0.6, -1, 0, -1, -6, -2, 0, -1
> O=[N+]([O-])c1ccccc1-c1ccc(C(=S)N2CCN(c3ccccc3)CC2)o1
  -3, 10, -1.1, 13, 18, 2, 4, 3, 4, 2
> O=C(Nc1ccc(Cl)cc1)Nc1nc(-c2ccccc2O)cs1
  7, 5, -3.2, -13, -18, 0, 4, 23, -1, -8

More entries follow.
SMILES,ASAP1 GAP inh,ARFGAP1 inhibitor,PG9 Ab binder,HTRA1 inhibitor,ABHD4 inh,GC-A act,Rev-erbA mod,rCAG RNA binder,NPR2 activator,SMARCA2 act
CCCn1c(N)c(C(=O)CSc2nnc(-c3cccnc3)n2-c2ccc(C)cc2C)c(=O)[nH]c1=O,23,9,-2.4,2,-1,-4,1,-2,0,-1
COc1cccc(/C=N/NC(=O)CSCC(=O)Nc2ccccc2)c1O,17,7,-0.9,1,-6,-6,-1,1,-3,-4
Cc1ccccc1OC1CCN(C(=O)C2CCC(=O)N(C3CCCC3)C2)CC1 (centres undefined),-5,17,-1.7,9,6,3,-3,-6,3,-1
COc1cc(/C=C/c2cc(C(F)(F)F)[nH]c(=O)n2)cc(OC)c1OC,-4,5,-1.0,-1,1,-3,-4,5,-10,3
CCc1ccc(CCNC(=O)OC2CC3CC2[C@H]2CCCCN2[C@H]3C)cc1 (some centres undefined),·,·,·,·,-1,-2,2,-1,1,-3
CN(Cc1cccnc1)C(=O)CNC(=O)COc1ccccc1,-12,4,-0.3,-2,3,-1,4,0,4,-2
CC1CC(C)CN(CCOc2cccc(Cl)c2Cl)C1 (centres undefined),4,9,1.1,5,14,-5,11,-4,-4,-4
Cc1onc(-c2ccccc2Cl)c1C(=O)Nc1ccc(F)c(F)c1,3,-8,1.2,-23,-2,-3,1,-2,2,-4
CN(c1ccccc1)S(=O)(=O)c1ccc(C(=O)NNC(=O)c2ccccc2)cc1,3,0,2.9,0,9,-1,2,3,2,-1
Cc1ccc(-c2cc(C(F)F)n3ncc(C(=O)NN4CCCCC4)c3n2)cc1,10,9,0.7,5,1,4,-2,-1,-5,1

One compound at a time (already shown).
Listed for CN(c1ccccc1)S(=O)(=O)c1ccc(C(=O)NNC(=O)c2ccccc2)cc1 → ASAP1 GAP inh: 3; ARFGAP1 inhibitor: 0; PG9 Ab binder: 2.9; HTRA1 inhibitor: 0; ABHD4 inh: 9; GC-A act: -1; Rev-erbA mod: 2; rCAG RNA binder: 3; NPR2 activator: 2; SMARCA2 act: -1
Listed for Cc1ccccc1OC1CCN(C(=O)C2CCC(=O)N(C3CCCC3)C2)CC1 (centres undefined) → ASAP1 GAP inh: -5; ARFGAP1 inhibitor: 17; PG9 Ab binder: -1.7; HTRA1 inhibitor: 9; ABHD4 inh: 6; GC-A act: 3; Rev-erbA mod: -3; rCAG RNA binder: -6; NPR2 activator: 3; SMARCA2 act: -1

(list continues)
SMILES,ASAP1 GAP inh,ARFGAP1 inhibitor,PG9 Ab binder,HTRA1 inhibitor,ABHD4 inh,GC-A act,Rev-erbA mod,rCAG RNA binder,NPR2 activator,SMARCA2 act
COc1ccc(C(=O)CC(=O)c2ccccc2O)cc1OC,-4,15,0.8,-3,9,1,6,2,2,2
COc1cc(/C=N/NC(=O)c2ccccc2O)ccc1OCC(=O)Nc1ccccc1,5,-2,-1.2,-14,-5,2,-35,9,-4,2
COC(=O)C[C@H]1c2cc(F)ccc2S(=O)(=O)N1Cc1ccccc1OC,-8,-9,1.5,-2,-1,-4,-4,0,-3,1
CCc1cc2c(N[C@@H](Cc3ccccc3)C(=O)O)ncnc2s1,2,-4,1.1,-2,-13,8,-4,8,0,-3
Cc1ccc(C)n1NC(=O)c1ccc(Cl)cc1,4,5,-2.1,-2,15,3,7,9,10,-3
COCCNC(=O)CN1C(=O)CSc2ccc(S(=O)(=O)N3CCOCC3)cc21,5,-15,-2.0,3,-4,0,-1,1,2,-2
CCCn1c(Sc2nc3c(c(=O)[nH]c(=O)n3C)n2CCC)nc2c1c(=O)[nH]c(=O)n2C,6,-7,-1.0,1,0,-1,2,0,1,2
O=C(Nc1ccccc1)OCCOc1ccc(Cl)cc1Cl,-15,3,-3.0,-65,-36,1,-3,0,3,-3

High-throughput results as filed in PubChem BioAssay.
